Source: PubChem
Cdc42 wt = modulators of GTP binding to wildtype Cdc42, primary screen, biochemical, multiplex bead flow cytometry, Bodipy-GTP. GST-Cdc42 beads; actives lie on both sides. percent activity (GTP binding), % at 10 µM. 190,000 compounds, 0.2% hits;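 active = percent activity GTP binding at least 20 points away from the 100% baseline, either down as inhibitor or up as activator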;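 note: median bead fluorescence of bound Bodipy-FL-GTP at 100 nM; 0% = excess unlabeled GTP control and 100% = no compound control; below 100% means less GTP binding so inhibitor and above means activator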
Target sequence (P60953 whole entry, looked up): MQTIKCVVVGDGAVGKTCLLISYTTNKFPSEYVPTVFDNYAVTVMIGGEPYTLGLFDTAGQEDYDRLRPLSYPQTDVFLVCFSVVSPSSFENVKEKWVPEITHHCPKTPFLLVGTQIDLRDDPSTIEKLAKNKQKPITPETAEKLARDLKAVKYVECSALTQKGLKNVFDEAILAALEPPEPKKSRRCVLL
Rac1 act GTP bind = GTP binding modulators of activated mutant Rac1, primary screen, biochemical, bead-based flow cytometry, multiplex, fluorescent GTP. GST-Rac1 activated beads; actives lie on both sides; 100% means binding = to untreated wells. AID 764, 2007. 190,000 compounds, 0.11% hits. percent activity (GTP binding), % at 10 µM;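 active = GTP binding at least 20 percentage points away from the 100% baseline, in either direction, so actives lie on both sides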
Rab7 wt GTP bind = modulators of GTP binding to Rab7, primary screen, biochemical, wildtype, multiplex bead flow cytometry; Rab7 GTPase wild type (dog), Bodipy-FL-GTP binding; GST-Rab7 beads, fluorescent GTP binding; actives lie on both sides; untreated = 100%, excess cold GTP = 0%; GTP binding activity (percent of control), % at 10 µM; 190,000 compounds, 0.055% hits; AID 758, 2007;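 active = fluorescent GTP binding to Rab7 beads changed by at least 20 points from the 100% baseline, either direction, mostly lower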;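 note: median green fluorescence of bound Bodipy-FL-GTP per Rab7 bead population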
GSH bead fluor = compound fluorescence on glutathione beads, profiling panel, artefact control, biophysical, 488/530 nm, flow cytometry; 190,000 compounds, 0.25% hits; GSH beads flow cytometry, compound fluorescence 488/530 nm; stronger effect = higher value; fluorescence (KMESF) at 10 µM; in the data active = fluorescence above about 89;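 note: glutathione beads carrying GST-tagged Bcl family fusion proteins plus one bare bead set; values are compound well signal with DMSO vehicle wells as background; inactives centre near 16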
Rab2 wt GTP = modulators of GTP binding to Rab2A wildtype, primary screen, biochemical, dog, bead-based flow cytometry, multiplex; Ras-related protein Rab-2A (Canis lupus familiaris), P61105; GST-Rab2 wt beads, Bodipy-GTP binding; GTP binding activity, % at 10 µM; 190,000 compounds, 0.19% hits;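 active = GTP binding activity at least 20 points away from 100%, either lowered or raised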;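 note: 0% = beads with excess unlabeled GTP and 100% = no-compound control corrected for plate trend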
HRas wt GTP bind = modulators of GTP binding to HRas wildtype, primary screen, biochemical, bead-based flow cytometry, multiplex; GTPase HRas (Homo sapiens), P01112; GST-Ras wt beads, Bodipy-FL-GTP binding; actives lie on both sides; GTP binding activity, % at 10 µM; 190,000 compounds, 0.14% hits;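 active = GTP binding activity at least 20% away from the 100% baseline, either lowered as inhibitor or raised as activator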;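 note: 0% = unlabeled GTP competition control and 100% = no-compound control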
Target sequence (P01112 whole entry, looked up): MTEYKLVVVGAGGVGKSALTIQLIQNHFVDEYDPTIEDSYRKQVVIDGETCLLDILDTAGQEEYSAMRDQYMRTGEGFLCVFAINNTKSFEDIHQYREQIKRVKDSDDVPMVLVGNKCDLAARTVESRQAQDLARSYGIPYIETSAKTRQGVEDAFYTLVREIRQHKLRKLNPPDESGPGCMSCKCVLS
Mcl1-Bid inh = Mcl-1/Bid binding inhibitors, primary screen, biochemical, TR-FRET, 1536-well; Induced myeloid leukemia cell differentiation protein Mcl-1 (Homo sapiens), Q07820; TR-FRET Mcl-1/Bid-Dy647 peptide binding; inhibition, % at 21.7 µM; 220,000 compounds, 0.97% hits; AID 1021, 2008;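 active = compounds that cut the binding signal by more than half at the single screening dose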;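 note: His-tagged Mcl-1 with europium anti-His antibody binding Bid BH3 peptide; 0% = Mcl-1 plus peptide wells and 100% = peptide-only wells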
Target sequence (Q07820 whole entry, looked up): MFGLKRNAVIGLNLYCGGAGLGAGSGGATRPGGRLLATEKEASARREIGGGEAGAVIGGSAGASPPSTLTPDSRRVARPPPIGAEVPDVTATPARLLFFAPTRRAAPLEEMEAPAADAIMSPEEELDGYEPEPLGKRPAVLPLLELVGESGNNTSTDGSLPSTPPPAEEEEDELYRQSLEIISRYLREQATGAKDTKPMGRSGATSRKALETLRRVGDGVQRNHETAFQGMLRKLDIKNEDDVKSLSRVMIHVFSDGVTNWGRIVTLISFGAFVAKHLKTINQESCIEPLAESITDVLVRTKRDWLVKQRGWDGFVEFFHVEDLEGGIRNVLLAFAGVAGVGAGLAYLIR
Pf gametocyte = late stage P. falciparum gametocyte viability inhibitors, primary screen, ATP luminescence, HTS | AID 743093, 2013 | 150,000 compounds, 0.065% hits | P. falciparum stage V gametocytes, 24 h | inhibition, % at 10.9 µM;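 active = inhibition above the mean plus 3 SD of compounds within the control limits, set per campaign, cut at about 38% in these data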;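 note: 0% = DMSO wells and 100% = medium only without gametocytes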
Avidin fluor = green autofluorescence of compounds with avidin beads – biophysical, 488/530 nm, flow cytometry, artefact control, profiling panel. fluorescence (KMESF) at 10 µM. compound fluorescence 488/530 nm; stronger effect = higher value. 220,000 compounds, 0.38% hits; in the data active = fluorescence above about 47; note: inactives centre near 10
Mcl1 Noxa PPI = Mcl-1/Noxa binding inhibitors, primary screen, biochemical, TR-FRET, 1536-well; AID 1022, 2008; Induced myeloid leukemia cell differentiation protein Mcl-1 (Homo sapiens), Q07820; inhibition, % at 21.7 µM; TR-FRET Mcl-1/Noxa peptide binding, 2 h; 220,000 compounds, 1.5% hits;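 active = compounds that cut the protein-peptide binding signal by more than 50% relative to plate controls in a single-dose test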;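 note: His-tagged Mcl-1 with rhodamine Noxa BH3 peptide and terbium anti-His antibody; 0% = Mcl-1 plus Noxa peptide wells and 100% = peptide-only wells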
Rac1 wt GTP bind = wildtype Rac1 GTP binding modulators, primary screen, biochemical, GST-Rac1 beads, flow cytometry, multiplex; Ras-related C3 botulinum toxin substrate 1 (Homo sapiens), P63000; fluorescent GTP binding; actives lie on both sides; 0 = cold GTP competed, 100 = untreated; GTP binding activity (% of control), % at 10 µM; 190,000 compounds, 0.27% hits;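 active = GTP binding activity at least 20 points away from the 100% control level, either lower or higher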
Starred values were filed as active, the others as inactive; x = not tested or not shown.

no.	SMILES	HRas wt GTP bind	Rac1 act GTP bind	Pf gametocyte	Avidin fluor	Mcl1 Noxa PPI	Mcl1-Bid inh	GSH bead fluor	Rab2 wt GTP	Cdc42 wt	Rac1 wt GTP bind	Rab7 wt GTP bind
1	COc1ccccc1C1C(C#N)=C(N)Oc2c1c(-c1ccccc1)nn2-c1ccccc1 (stereo not given)	98.0	97.0	x	11	19.9	97.3*	11	98.0	99.0	101.0	98.0
2	O=c1c2ccccc2nc2n1C(CSCc1ccccc1)CS2 (stereo not given)	99.0	94.0	x	37	-17.6	-9.4	19	98.0	97.0	95.0	98.0
3	Cc1noc(C)c1COC(=O)CN(C)S(=O)(=O)c1ccc(Cl)cc1	100.0	98.0	x	8	10.8	4.3	51	99.0	101.0	103.0	96.0
4	O=C(CSc1nnnn1C1CCCCC1)Nc1cccc(NC(=O)c2ccco2)c1	95.0	96.0	x	20	1.2	-10.5	39	95.0	95.0	92.0	93.0
5	CC(C)Nc1nnc(SCC(=O)c2c[nH]c3ccccc23)s1	97.0	99.0	x	16	12.1	-16.9	16	100.0	99.0	100.0	100.0
6	COc1cc(OC)c(OC)cc1CN(C)CCc1ccccn1	98.0	97.0	-23.1	9	37.3	42.4	21	95.0	98.0	97.0	93.0
7	O=C(NCc1ccccc1F)c1ccc2c(c1)OCO2	101.0	99.0	x	6	-13.0	-17.2	16	100.0	101.0	102.0	102.0
8	CC(=O)c1ccc(Sc2ccccc2)cc1	99.0	97.0	3.4	7	-7.4	-6.7	41	97.0	98.0	99.0	99.0
9	COC(=O)C1=C(C)NC(=S)NC1c1ccc(-c2ccccc2C(=O)OC)o1 (stereo not given)	94.0	94.0	7.4	6	-0.3	-56.5	8	97.0	96.0	94.0	99.0
10	O=C(NC(=S)N1CCCc2ccccc21)c1ccc(Cl)cc1	95.0	98.0	x	9	50.8*	-53.3	5	96.0	97.0	98.0	94.0
11	CCOCCCn1c(-c2ccc(Cl)cc2)n[nH]c1=S	99.0	98.0	-0.7	30	-12.8	-35.9	15	98.0	101.0	104.0	97.0
12	CCCCOc1ccc(NC(=O)[C@@H]2CCCN2C(=O)C2CCN(S(=O)(=O)c3ccc(C)cc3)CC2)cc1	96.0	98.0	3.3	7	2.3	-7.1	24	98.0	100.0	103.0	98.0
13	O=C(NCc1ccncc1)C(=O)Nc1ccc2c(c1)OCO2	98.0	97.0	0.6	9	4.7	-6.5	17	98.0	96.0	102.0	95.0
14	Cc1ccc(Cl)c2c1NC(=O)C2(O)CC(=O)c1ccc(F)cc1 (stereo not given)	98.0	98.0	x	13	-11.8	-16.2	25	100.0	101.0	101.0	99.0
15	CCCOc1ccccc1C1NC(=O)NC(C)=C1C(=O)OCCOC (stereo not given)	104.0	102.0	x	14	12.2	-1.8	29	103.0	105.0	106.0	102.0
16	O=[N+]([O-])c1ccccc1S(=O)(=O)Oc1ccccc1/C=N/n1cnnc1	99.0	97.0	4.7	15	13.5	-17.7	9	99.0	99.0	97.0	95.0
17	O=C(O)C1CC=CCC1C(=O)N1CCc2ccccc21 (stereo not given)	99.0	99.0	-0.1	21	9.2	-35.2	19	98.0	101.0	105.0	96.0
18	Cc1ccc(CN2CCN(Cc3cnc(N(C)C)s3)CC2CCO)o1 (stereo not given)	99.0	98.0	-9.2	9	8.1	-25.8	52	99.0	101.0	103.0	99.0
19	COc1ccc(CNC(=O)CS(=O)CC(=O)O)cc1OC (stereo not given)	95.0	95.0	16.9	13	8.8	-20.8	14	93.0	98.0	96.0	92.0
20	CCOC(=O)N1CCC(NC(=O)c2ccc3snnc3c2)CC1	101.0	99.0	x	6	-11.9	-16.1	15	101.0	103.0	100.0	100.0
21	CSc1ccc(CN(C)CC(=O)Nc2ccc(C)cc2Br)cc1	99.0	102.0	-4.6	5	18.7	1.7	6	98.0	99.0	97.0	95.0
22	Cc1nnc(NC(=O)CC(NC(=O)C(F)(F)F)c2ccccc2)s1 (stereo not given)	101.0	99.0	12.0	19	18.6	-8.3	11	101.0	103.0	105.0	98.0
23	CCCCOC(=O)Nc1sc2c(c1C(=O)OC)CCC2	97.0	97.0	x	6	9.3	-29.1	19	97.0	95.0	99.0	94.0
24	CCNC(=S)N(CCc1c(C)[nH]c2ccc(C)cc12)Cc1cc(OC)c(OC)c(OC)c1	97.0	96.0	x	x	-23.4	-5.8	16	99.0	100.0	101.0	95.0
25	Cc1nn(C)c(N)c1-c1ccccc1	97.0	94.0	-6.5	20	-0.8	-50.8	10	97.0	96.0	96.0	96.0

Other structures:
no.	SMILES	HRas wt GTP bind	Rac1 act GTP bind	Pf gametocyte	Avidin fluor	Mcl1 Noxa PPI	Mcl1-Bid inh	GSH bead fluor	Rab2 wt GTP	Cdc42 wt	Rac1 wt GTP bind	Rab7 wt GTP bind
26	Cc1ccc(S(=O)(=O)Nc2ccc(-c3nc4cc(NS(=O)(=O)c5ccc(C)cc5)ccc4o3)cc2)cc1	97.0	97.0	x	4	-10.1	11.8	29	98.0	97.0	98.0	96.0
27	OCCC1CN(Cc2nc3ccccc3s2)CCN1C1CCCC1 (stereo not given)	92.0	96.0	0.2	8	14.7	0.0	49	93.0	93.0	96.0	93.0
28	COc1cccc(CN(C)CC(=O)Nc2ccccc2C(=O)Nc2ccccc2)c1OC	103.0	97.0	14.6	8	-8.2	-13.1	11	103.0	103.0	103.0	109.0
29	CN(CC(=O)Nc1ccc(Cl)cc1)C(=O)c1cccc(S(=O)(=O)N(C)C)c1	97.0	97.0	-8.6	7	26.4	-30.4	11	97.0	100.0	98.0	100.0
30	O=C(COC(=O)C1=COCCO1)Nc1ccc2c(c1)OCO2	100.0	96.0	x	10	-17.9	-48.8	14	101.0	99.0	98.0	98.0
31	CCN(CC)S(=O)(=O)c1ccc2c(c1)[nH]c(=S)n2CC	98.0	95.0	-29.3	19	15.7	-27.8	12	98.0	96.0	99.0	102.0
32	c1ccc(-n2ncc3c(NCC4CCCO4)ncnc32)cc1 (stereo not given)	101.0	96.0	x	22	-0.1	-32.9	16	99.0	104.0	104.0	100.0
33	CSCCC(NC(=O)C12CC3CC(CC(C3)C1)C2)C(=O)OCC(=O)c1ccc(C)cc1 (stereo not given)	102.0	99.0	-27.2	4	-1.3	-21.9	11	100.0	102.0	103.0	102.0
34	COc1ccc(/C=C/C(=O)OCC(=O)Nc2ccc(S(N)(=O)=O)cc2)cc1OC	97.0	97.0	-18.9	10	5.8	-5.8	11	96.0	97.0	99.0	93.0
35	CC(=O)Nc1cc(NC(C)=O)c(CC(C)C)s1	104.0	100.0	x	12	0.7	-50.9	35	101.0	105.0	109.0	100.0
36	Cc1cccc(N2CCN(c3ccc(C(N)=O)cc3[N+](=O)[O-])CC2)c1C	99.0	96.0	7.0	9	-8.6	-3.6	15	98.0	99.0	99.0	95.0
37	O=C(CN1C(=O)c2ccccc2C1=O)Nc1nc(-c2cccc([N+](=O)[O-])c2)cs1	102.0	98.0	x	14	9.7	-26.9	20	102.0	102.0	101.0	97.0
38	CCOC(=O)Nc1sc(C)nc1-c1ccccc1	99.0	96.0	17.7	1	-5.3	-8.0	31	98.0	98.0	98.0	98.0
39	COc1ccc(NC(=O)CCOc2ccccc2)cc1	105.0	101.0	-26.0	7	6.3	-11.3	19	108.0	107.0	104.0	103.0
40	O=C(OC1CSc2nc3ccccc3n2C1)c1ccco1 (stereo not given)	99.0	99.0	-9.5	28	11.8	-0.7	23	99.0	101.0	106.0	97.0
41	CCN(Cc1ccccc1)S(=O)(=O)c1ccc(S(=O)(=O)N2CCN(CCC#N)CC2)cc1	99.0	100.0	x	6	-4.6	-15.9	18	98.0	99.0	98.0	101.0
42	COc1ccccc1NC(=O)Nc1ccc2c(c1)OCCO2	100.0	101.0	20.9	13	-8.3	-33.3	25	103.0	103.0	107.0	99.0
43	Cc1ccc(-c2n[nH]c(=O)c3ccccc23)cc1S(=O)(=O)NCCN1CCOCC1	98.0	99.0	-5.3	4	4.4	-42.7	14	103.0	101.0	106.0	104.0
44	COc1ccc(CNC(=O)COC(=O)CCc2c[nH]c3ccccc23)cc1	96.0	96.0	-11.6	7	-11.2	-16.6	10	98.0	97.0	98.0	102.0
45	Cc1cc(Cl)ccc1OCCCC(=O)N/N=C/c1cccc([N+](=O)[O-])c1	101.0	99.0	-9.4	5	12.7	-0.2	9	97.0	99.0	99.0	101.0
46	COc1cnc(SCCC(F)=C(F)F)[nH]c1=O	98.0	98.0	-5.5	10	4.3	-23.7	29	97.0	98.0	100.0	92.0
